SENP1 FRET inh = human SENP1 catalytic domain inhibitors, primary screen, biochemical, FRET, uHTS; Sentrin-specific protease 1 (Homo sapiens), Q9P0U3; recombinant SENP1 catalytic domain, CyPet-SUMO1-YPet FRET cleavage; inhibition, % at 10 µM; actives 0.21% (n = 360,000);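 active = inhibition at least 30% at 10 µM, raw YFP signal under a set limit, fluorescence ratio 0.5 to 1.5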;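 note: 0% = enzyme with DMSO and 100% = no enzyme wells; some results filed as inactive read as strong as hits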
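Test system: hSENP1 catalytic domain, recombinant; Amount: 20 pM final SENP1 enzyme; Medium: Tris pH 8 buffer plus EDTA, NaCl, BME, BSA, NP40, catalase; Schedule: 50 min enzyme reaction, room temperature, light-protected; Technique: FRET fluorescence in CFP and YFP emission channels; Controls: no-enzyme wells low, DMSO-plus-enzyme wells high control.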
PfGluPho inh = PfG6PD enzyme inhibitors, primary screen, biochemical, fluorescence intensity, uHTS; glucose-6-phosphate dehydrogenase-6-phosphogluconolactonase (Plasmodium falciparum 3D7); PfGluPho enzyme, NADPH resazurin-diaphorase fluorescence; inhibition, % at 20 µM; actives 0.78% (n = 350,000); AID 504690, 2011;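 active = inhibition reaching at least a set limit at 20 µM in the primary screen, cut at about 59% in these data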;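 note: 0% = DMSO wells with substrate and 100% = DMSO wells lacking glucose-6-phosphate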
HKDC1 inhibitor = HKDC1 hexokinase inhibitors, primary screen, biochemical, fluorescence, uHTS; recombinant HKDC1, G6PDH/diaphorase resazurin coupled fluorescence; inhibition, % at 20 µM; AID 493160, 2011; Q2TB90; actives 0.16% (n = 340,000);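 active = inhibition above about 35% when tested at 20 µM, limit read from the data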;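 note: plate controls were DMSO wells with enzyme for no effect and DMSO wells lacking enzyme for full effect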
Target sequence (Q2TB90 whole entry, looked up): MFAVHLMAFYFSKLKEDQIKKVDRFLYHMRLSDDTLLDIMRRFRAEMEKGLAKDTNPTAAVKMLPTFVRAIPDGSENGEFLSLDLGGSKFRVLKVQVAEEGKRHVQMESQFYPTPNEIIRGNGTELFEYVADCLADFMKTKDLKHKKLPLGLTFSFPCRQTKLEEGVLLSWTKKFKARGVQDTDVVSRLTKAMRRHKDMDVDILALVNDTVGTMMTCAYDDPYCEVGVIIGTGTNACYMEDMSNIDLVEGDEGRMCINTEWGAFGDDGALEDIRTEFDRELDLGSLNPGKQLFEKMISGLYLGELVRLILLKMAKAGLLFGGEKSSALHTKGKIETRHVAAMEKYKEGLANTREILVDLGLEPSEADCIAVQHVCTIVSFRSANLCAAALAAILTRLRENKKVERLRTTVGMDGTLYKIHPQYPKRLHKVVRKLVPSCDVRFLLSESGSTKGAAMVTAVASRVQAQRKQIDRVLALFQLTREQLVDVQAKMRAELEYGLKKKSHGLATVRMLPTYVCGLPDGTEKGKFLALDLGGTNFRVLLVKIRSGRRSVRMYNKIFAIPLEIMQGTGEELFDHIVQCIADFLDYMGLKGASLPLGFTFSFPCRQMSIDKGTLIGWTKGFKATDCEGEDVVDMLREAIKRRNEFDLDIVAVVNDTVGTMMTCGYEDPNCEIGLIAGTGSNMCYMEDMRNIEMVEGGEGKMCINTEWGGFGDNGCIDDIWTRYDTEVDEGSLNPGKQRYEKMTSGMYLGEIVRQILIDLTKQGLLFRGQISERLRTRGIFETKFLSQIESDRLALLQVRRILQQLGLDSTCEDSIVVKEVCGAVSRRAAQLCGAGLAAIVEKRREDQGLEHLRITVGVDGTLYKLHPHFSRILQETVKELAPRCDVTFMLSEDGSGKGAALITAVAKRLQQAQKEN
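Material: recombinant HKDC1 hexokinase; Amount: HKDC1 at 5 µg/mL; Medium: Tris pH 8.0 buffer with MgCl2, Tween-20, BSA, BME; Schedule: 90 min reaction incubation at room temperature, dark; Technique: coupled resazurin fluorescence, excitation 525 nm, emission 613 nm.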
SENP7 block = SENP7 protease inhibitors, primary screen, biochemical, luminescence, uHTS; Sentrin-specific protease 7 (Homo sapiens), Q9BQF6; recombinant SENP7, Z-RLRGG-aminoluciferin luminescence, 40 min; inhibition, % at 5 µM; actives 1.5% (n = 330,000); AID 434973, 2010;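 active = inhibition above about 50% at the single test dose, limit read from the data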;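 note: plate controls were DMSO with enzyme for no effect and no enzyme buffer wells for full effect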
SENP6 inh = SENP6 protease inhibitors, primary screen, biochemical, luminescence, uHTS; Sentrin-specific protease 6 (Homo sapiens), Q9GZR1; Recombinant SENP6 catalytic domain, aminoluciferin luminescence; inhibition, % at 10 µM; actives 1.8% (n = 330,000); AID 2599, 2010;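 active = inhibition above about 50% at the single tested dose, limit read from the data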;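 note: plate controls were DMSO wells with enzyme for no effect and DMSO wells lacking enzyme for full effect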
SENP8 block-1 = SENP8 protease inhibitors, primary screen, biochemical, luminescence; Sentrin-specific protease 8 (Homo sapiens), Q96LD8; purified SENP8, Z-RLRGG-aminoluciferin cleavage; inhibition, % at 10 µM; actives 1.2% (n = 330,000); AID 2540, 2010; in the data active = inhibition above about 50%
Apaf-1 inh = inhibitors of human Apaf-1 apoptosome, primary screen, biochemical, DEVD-Rh110 fluorescence, uHTS | reconstituted apoptosome caspase-3 activity | inhibition, % at 20 µM | actives 0.71% (n = 330,000) | Apoptotic protease-activating factor 1 (Homo sapiens), O14727 | AID 489030, 2010; active = inhibition of at least 40% at 20 µM;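 note: plate controls were DMSO wells for no effect and DEVD-CHO caspase inhibitor wells for full effect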
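Medium: Hepes buffer, pH 7.5 / System: biochemical Apaf-1 apoptosome reconstitution / Measured by: Rh110 fluorescence, excitation 480 nm, emission 540 nm / Times: compound with Apaf-1, dATP, procaspase-3 30 min, then 50 min reaction, room temperature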
SENP8 block-2 = human SENP8 protease inhibitors, primary screen, biochemical, fluorescence, Nedd8 protein substrate, uHTS. Sentrin-specific protease 8 (Homo sapiens), Q96LD8. actives 0.64% (n = 360,000). AID 602440, 2012. inhibition, % at 20 µM. recombinant SENP8; in the data active = inhibition mostly above about 40%, no sharp cut-off; inactive = mostly below about 27%
Active calls of the source: *; i = inactive; . = no result given. An unsorted share of the library. About 3.6% of those tested had a hit in this group.

SMILES	SENP1 FRET inh	PfGluPho inh	HKDC1 inhibitor	SENP7 block	SENP6 inh	SENP8 block-1	Apaf-1 inh	SENP8 block-2
O=S(=O)(Nc1cccc(-n2cnnn2)c1)c1cc(Cl)ccc1Cl	2	5	2	0	-1	7	10	4
O=S(=O)(NCCOC12CC3CC(CC(C3)C1)C2)c1cccc2nsnc12	1	12	-2	4	-9	4	11	23
NC(=O)CSc1nnc(C2CC2)n1Cc1ccccc1	1	-6	-3	-2	-4	8	0	17
Cc1ccccc1CSc1ncc(C#N)c(N)n1	-86	-8	5	8	33	4	-4	-109
Cc1cccc(C(=O)N2CCN(S(=O)(=O)N3CCCCC3)CC2)c1	1	5	-8	3	2	2	3	6
Cc1noc(C)c1C(=O)NCc1ccccc1F	1	-15	-5	6	-16	-2	-1	5
COCCN(C(=O)COC(=O)/C=C/c1nc2ccccc2s1)c1c(N)n(Cc2ccccc2)c(=O)[nH]c1=O	-6	-15	1	9	-14	-11	8	-124
CCc1nccn1CCC(=O)NC1CC(C)(C)Cc2c1cnn2-c1ccc(OC)cc1 (stereo not drawn)	2	28	-3	-7	-4	5	0	20
O=C(N/N=C/c1ccc(OC(=O)c2ccc3c(c2)OCO3)cc1)c1cncc(Br)c1	5	-5	8	-2	7	-4	-6	-27
COc1ccc(/C(O)=C2/C(=O)C(=O)N(CCN3CCOCC3)C2c2ccccn2)cc1 (stereo not drawn)	-69	7	2	-2	-6	-6	-2	-11
CCC1(C)Cc2c(sc3nc(SC)[nH]c(=O)c23)CO1 (stereo not drawn)	1	-4	-2	3	-17	4	-13	24
CCCn1c(N)c(C(=O)CSc2nnc(-c3ccco3)n2Cc2ccccc2)c(=O)[nH]c1=O	-6	-2	2	12	4	1	-12	-2
O=c1c(N2CCOCC2)coc2ccccc12	1	-19	6	0	-6	-2	-4	-1
C/C(=N\NC(=O)CN1CCN(c2ccc(F)cc2)CC1)c1ccco1	2	3	-7	-2	-19	-4	19	13
CCOc1ccc(S(=O)(=O)N2CCOCC2)cc1NC(=O)CN1C(=O)NC2(CCCC2)C1=O	1	-3	-5	7	-4	-4	-1	-2
COC(=O)c1cn(NC(=O)c2cccnc2)c(=O)c2ccccc12	1	-23	-4	0	-11	0	-3	-1
Cc1nn(C(C)(C)C)c(OC(=O)c2ccc3c(c2)OCO3)c1Sc1ccccc1	1	16	-1	10	6	5	5	28
Cn1ccc(C(=O)OCC(=O)c2ccccc2)n1	2	-11	1	-2	-18	-14	5	14
CCOc1ccccc1NC(=O)c1cc(=O)c2ccccc2o1	-3	0	-5	-5	22	5	2	8
CCCCn1cnc2c(c1=O)c1nc3ccccc3nc1n2Cc1ccc2c(c1)OCO2	-52	-7	-9	16	8	3	-5	-190

Entries of single compounds as entered above.
CCOc1ccc(S(=O)(=O)N2CCOCC2)cc1NC(=O)CN1C(=O)NC2(CCCC2)C1=O as listed: SENP1 FRET inh: 1; PfGluPho inh: -3; HKDC1 inhibitor: -5; SENP7 block: 7; SENP6 inh: -4; SENP8 block-1: -4; Apaf-1 inh: -1; SENP8 block-2: -2
Cc1cccc(C(=O)N2CCN(S(=O)(=O)N3CCCCC3)CC2)c1 as listed: SENP1 FRET inh: 1; PfGluPho inh: 5; HKDC1 inhibitor: -8; SENP7 block: 3; SENP6 inh: 2; SENP8 block-1: 2; Apaf-1 inh: 3; SENP8 block-2: 6
O=C(N/N=C/c1ccc(OC(=O)c2ccc3c(c2)OCO3)cc1)c1cncc(Br)c1 as listed: SENP1 FRET inh: 5; PfGluPho inh: -5; HKDC1 inhibitor: 8; SENP7 block: -2; SENP6 inh: 7; SENP8 block-1: -4; Apaf-1 inh: -6; SENP8 block-2: -27

Molecules listed so far that contain two or more sulfur atoms:
SMILES	SENP1 FRET inh	PfGluPho inh	HKDC1 inhibitor	SENP7 block	SENP6 inh	SENP8 block-1	Apaf-1 inh	SENP8 block-2
O=S(=O)(NCCOC12CC3CC(CC(C3)C1)C2)c1cccc2nsnc12	1	12	-2	4	-9	4	11	23
CCC1(C)Cc2c(sc3nc(SC)[nH]c(=O)c23)CO1 (stereo not drawn)	1	-4	-2	3	-17	4	-13	24

Next part.
SMILES	SENP1 FRET inh	PfGluPho inh	HKDC1 inhibitor	SENP7 block	SENP6 inh	SENP8 block-1	Apaf-1 inh	SENP8 block-2
COC(=O)c1sccc1NC(=S)Nc1cccc(F)c1	6	-15	-1	-13	5	0	15	16
Cc1cccn2c(=O)c3cc(C(=O)NCc4ccco4)c(=N)n(CCOCCO)c3nc12	-31	26	3	-3	16	-1	11	-281
CCS/C(N)=N/N=C/c1cc(C)ccc1O	-1	-7	-1	51*	71*	47	-3	26
O=C1C2N=NN(CC(=O)N3N=C(c4cccc5ccccc45)CC3c3ccccc3)C2C(=O)N1c1ccccc1 (stereo not drawn)	-8	15	3	1	-10	1	24	-343
COC(=O)c1ccc(Oc2ccc3nncn3n2)cc1	0	-10	-1	8	5	6	-2	25
COCCNC(=S)N1CCC(NC(=O)Nc2ccc(C)cc2)CC1	2	23	-4	-9	5	-7	8	8
CSc1nc2n(n1)C(C)C1=C(CCCC1=O)N2 (stereo not drawn)	2	-10	-6	1	7	2	-12	-223
CC1CN(C(=O)N2c3ccccc3Sc3ccccc32)C(C)CC1=O (stereo not drawn)	1	11	4	5	-8	-6	22	21
COc1ccc(C(=O)Nc2ccccc2C(=O)N/N=C/c2cccc3ccccc23)cc1	5	2	-3	63*	60*	4	6	-30
CCOC(=O)c1ccc(NC(=O)CN2C(=O)C(C)SC(C)C2=O)cc1 (stereo not drawn)	1	0	-10	12	-8	1	-1	10
CN1CCN(c2ccc(NC(=O)c3ccco3)cc2Cl)CC1	0	4	4	-8	8	-15	-17	1
CCCOC(=O)c1[nH]c2c(c1C)C(=O)CC(c1cccs1)C2 (stereo not drawn)	2	-6	2	5	4	9	-1	20
Cc1ccc(NC(=S)NCCN2CCOCC2)cc1F	1	0	-6	9	13	-4	-4	9
CCOC(=O)C1(CC2CC2)CCN(S(=O)(=O)C[C@]23CC[C@H](CC2=O)C3(C)C)CC1	1	-40	11	1	-1	3	-2	-2
Cc1cccc(NC(=O)c2ccc(Cl)c(NC(=O)c3ccncc3)c2)c1C	2	3	-4	2	17	6	-11	11
Cc1cc(C)nc(Nc2ccc(C(=O)O)cc2)n1	-2	-9	-8	22	10	-6	-18	5
CN(C)c1ccc(/C=C/C(=O)c2cccnc2)cc1	-31	-1	3	11	-13	-8	-8	-6
CCOC(=O)CC1C(=O)NCCN1C(=O)c1sc2ccccc2c1Cl (stereo not drawn)	-1	-6	-5	10	5	-6	-260	12
CC(=O)N1CCC(C(=O)Nc2ccc3c(c2)CCC3)CC1	0	4	-6	-6	-11	-7	-3	7
COc1cc(SC)ccc1C(=O)Nc1ccc2c(c1)OCCO2	0	51	15	81*	79*	63*	6	3

2 entries from above, bar-delimited.
mol | SENP1 FRET inh | PfGluPho inh | HKDC1 inhibitor | SENP7 block | SENP6 inh | SENP8 block-1 | Apaf-1 inh | SENP8 block-2
CSc1nc2n(n1)C(C)C1=C(CCCC1=O)N2 (stereo not drawn) | 2 | -10 | -6 | 1 | 7 | 2 | -12 | -223
CC1CN(C(=O)N2c3ccccc3Sc3ccccc32)C(C)CC1=O (stereo not drawn) | 1 | 11 | 4 | 5 | -8 | -6 | 22 | 21

Remaining list, next part.
SMILES	SENP1 FRET inh	PfGluPho inh	HKDC1 inhibitor	SENP7 block	SENP6 inh	SENP8 block-1	Apaf-1 inh	SENP8 block-2
COC(=O)c1cc(NC(=O)c2cc(C(C)(C)C)nn2Cc2cccc(C)c2)ccc1N1CCOCC1	-2	24	2	-7	-4	-9	21	-113
CC(C)(C)C(=O)N(Cc1nc2ccccc2c(=O)[nH]1)Cc1cccs1	3	-3	-7	2	6	2	-11	4
COc1ccc(NC(=O)CNC(=O)Cc2ccccc2)cc1OC	0	11	6	0	10	-3	-6	15
C/C(N)=C(/C#N)C(=O)COC(=O)CCS(=O)(=O)c1ccccc1	-3	-2	-1	6	-3	1	-6	16
CC(=O)N1CCN(S(=O)(=O)c2cccc(C(=O)OCc3cccc(F)c3)c2)CC1	-1	3	-7	9	11	2	3	9
COC(=O)C(C)(C(=O)OC)c1ccc(C(F)(F)F)cc1[N+](=O)[O-]	2	0	5	-1	-7	-10	8	21
CSc1ccccc1NC(=O)COc1ccccc1C	1	-27	4	-7	12	0	23	7
CC(=O)Nc1ccc(S(=O)(=O)Nc2ccc3[nH]c(=O)[nH]c3c2)cc1	-25	-10	4	0	-16	-1	6	24
CS(=O)(=O)c1ccccc1C(=O)N(CCc1ccccc1)Cc1ccccc1	1	-1	-4	16	-11	-9	11	7
Cc1ccc(C)c(Cn2nc3c4ccccc4n(Cc4ccccc4)cc-3c2=O)c1	-2	-13	-1	3	-1	4	18	-46
O=S(=O)(c1ccc(NC(=S)NCc2cccnc2)cc1)N1CCCCC1	3	-4	-1	-8	-10	1	-5	28
Cc1ccc(NS(=O)(=O)c2cc3c4c(cccc4c2)C(=O)NC3=O)cc1	-6	-7	-13	0	0	0	1	-19
CN(Cc1cnn(C)c1)C(=O)C1CCCCC1C(=O)O (stereo not drawn)	0	8	-1	1	-3	7	-4	18
COc1cc(C2C3=C(CC(C)(C)CC3=O)N(C)C3=C2C(=O)CC(C)(C)C3)ccc1O	-121	-7	-2	3	-10	2	0	-279
Cc1ccc(Oc2ncccc2COC(=O)Nc2ccccc2C)cc1	1	15	-9	-4	-10	-6	14	7
CCCCCC(=O)Nc1cc(S(=O)(=O)O)cc2cc(S(=O)(=O)O)cc(O)c12	4	45	33	.	.	.	.	-189
CN1C(=O)C(C)(C)c2cc(S(=O)(=O)N(C)Cc3ccccc3)ccc21	1	5	0	-3	3	9	2	5
CCOc1ccc2[nH]c(=O)c(CN(Cc3nnnn3Cc3ccco3)C3CCCCC3)cc2c1	-6	29	7	-7	-14	-8	25	i
COc1ccc(NC(=O)C/C(C)=N/NC(=O)C(=O)NC(C)C)c(OC)c1	2	-18	0	-8	3	-2	5	4
O=C(Nc1ccccc1N1CCCCC1)c1ccc(-c2cccc(Cl)c2)o1	4	12	-12	7	7	2	17	-21

Compound activity: PubChem, Sanford-Burnham Center for Chemical Genomics
